Source: PubChem BioAssay (several laboratories)
Fh CTSL1 inh: Fasciola hepatica cathepsin L1 inhibitors, primary screen, counter-screen for PFM18AAP inhibitor project, biochemical, QFRET, fluorogenic peptide substrate; recombinant F. hepatica cathepsin L1, Z-Leu-Arg-MCA fluorescence; 0.49% of 300,000 active; AID 1906, 2009; inhibition, % at 5.96 µM;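 active means inhibition above the mean of all tested compounds plus 3 SD, set per screening campaign, cut at about 17% in these data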;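 further: 0% = plate median of test compound wells and 100% = 1 µM Z-Phe-Ala-diazomethylketone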
PP5 inh: PP5 phosphatase inhibitors, primary screen, biochemical, fluorescence. 0.18% of 320,000 active. purified PP5c, OMFP substrate fluorescence. inhibition, % at 6.7 µM. Serine/threonine-protein phosphatase 5 (Homo sapiens), P53041. AID 1987, 2009;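 active means inhibition above the campaign's mean inhibition across all tested compounds plus 3 SD, cut at about 9.5% in these data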;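 further: 0% = DMSO only and 100% = 100 µM cantharidin control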
EBNA-1 inhibitor: EBNA-1 DNA-binding inhibitors, primary screen, biochemical, fluorescence polarization. 0.34% of 300,000 active. AID 1950, 2009. inhibition, % at 14.8 µM; in the data active means inhibition above about 28%
core dimer inh: inhibitors of HCV core protein dimerization, primary screen, biochemical, TR-FRET, high-throughput; TR-FRET GST/Flag-core106 dimerization, 1536-well; inhibition, % at 5 µM; 0.33% of 300,000 active;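 active means inhibition above the mean of all tested compounds plus 3 SD, set per screening campaign, cut at about 45% in these data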
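Material: Tagged HCV core106 pair (GST and Flag) | Amount: GST-core106 13.5 nM, Flag-core106 17 nM | Medium: KF-containing HEPES buffer, pH 7.45, DTT, CHAPS, BSA | Reagent: Eu donor and XL665 acceptor anti-tag antibodies | Schedule: 4 h at 22.5 °C | Technique: Time-resolved FRET, ex 340 nm, em 617 and 671 nm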
TPT1 inh: Candida albicans TPT1 enzyme inhibitors, primary screen, biochemical, fluorescence polarization | recombinant caTPT1, FP RNA substrate dephosphorylation | inhibition, % at 5 µM | 0.81% of 300,000 active | AID 1962, 2009;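 active means inhibition above the mean of all tested compounds plus 3 SD, set per screening campaign, cut at about 24% in these data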;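 further: plate controls were DMSO alone for no effect and ferristatin control at 100 nM for full effect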
ZTA counter: ZTA (EBV) inhibition in EBNA-1 counter-screen; P03206; ZTA-DNA binding, fluorescence polarization; inhibition, % at 11 µM; 0.15% of 320,000 active; AID 2234; in the data active means inhibition above about 33%
Target sequence (P03206 whole entry, looked up): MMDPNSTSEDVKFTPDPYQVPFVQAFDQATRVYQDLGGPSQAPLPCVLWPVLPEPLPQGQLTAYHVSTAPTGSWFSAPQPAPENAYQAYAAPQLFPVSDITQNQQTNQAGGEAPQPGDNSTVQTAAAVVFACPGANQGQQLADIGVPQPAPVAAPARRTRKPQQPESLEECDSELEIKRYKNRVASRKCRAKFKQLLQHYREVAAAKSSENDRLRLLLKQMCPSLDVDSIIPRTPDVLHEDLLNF
GASC-1 inh: inhibitors of GASC-1 histone demethylase, primary screen, biochemical, fluorescence, DELFIA europium. AID 2099, 2009. 0.069% of 330,000 active. Lysine-specific demethylase 4C (Homo sapiens), Q9H3R0. inhibition, % at 2.35 µM. GST-JMJD2C(1-420) H3K9me3 demethylation;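 active means more than half of a compound's replicate wells show inhibition beyond 50%, single wells judged on their own value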;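 further: signal counts dimethyl H3K9 product captured on neutravidin plate; 0% = median of DMSO wells and 100% = 0.3 times that DMSO median; strong numbers were not always called active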
Target sequence (Q9H3R0 1-420 limits assumed): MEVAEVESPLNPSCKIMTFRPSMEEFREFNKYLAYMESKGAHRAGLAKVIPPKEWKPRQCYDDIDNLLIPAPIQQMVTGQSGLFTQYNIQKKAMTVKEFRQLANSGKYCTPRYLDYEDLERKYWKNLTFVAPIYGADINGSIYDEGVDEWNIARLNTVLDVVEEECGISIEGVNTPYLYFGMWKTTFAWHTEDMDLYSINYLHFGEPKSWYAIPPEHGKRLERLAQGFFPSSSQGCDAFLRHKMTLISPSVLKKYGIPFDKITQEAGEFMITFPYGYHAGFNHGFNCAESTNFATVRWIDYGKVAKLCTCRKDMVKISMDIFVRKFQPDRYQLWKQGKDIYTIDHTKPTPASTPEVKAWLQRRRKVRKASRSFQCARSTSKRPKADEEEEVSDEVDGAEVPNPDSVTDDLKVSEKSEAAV
CR mimetic SO: reduction of superoxide in aged yeast, primary screen, HTS. S. cerevisiae aged cells, superoxide DHE fluorescence; hits give low values. superoxide response (% of plate mean), % at 10 µM. 0.18% of 330,000 active. AID 2690, 2010;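 active means superoxide response under a set limit, about three screen SD below normal, cut at about 65% in these data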;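 further: yeast aged for seven days with compound at 30 °C before DHE staining; 100% = average MFI of all compound-treated wells on the plate with controls excluded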
PP1 inh: PP1-alpha phosphatase inhibitors, primary screen, counter-screen for PP5 inhibitor project, biochemical, fluorescence, OMFP substrate, single point; Serine/threonine-protein phosphatase PP1-alpha catalytic subunit (Homo sapiens), P62136; purified PP1alpha; 0.9% of 320,000 active; inhibition, % at 6.7 µM; AID 2235, 2010;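 active means inhibition above the mean inhibition of all tested compounds plus 3 SD, computed separately for each screening campaign, cut at about 15% in these data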
Target sequence (P62136 whole entry, looked up): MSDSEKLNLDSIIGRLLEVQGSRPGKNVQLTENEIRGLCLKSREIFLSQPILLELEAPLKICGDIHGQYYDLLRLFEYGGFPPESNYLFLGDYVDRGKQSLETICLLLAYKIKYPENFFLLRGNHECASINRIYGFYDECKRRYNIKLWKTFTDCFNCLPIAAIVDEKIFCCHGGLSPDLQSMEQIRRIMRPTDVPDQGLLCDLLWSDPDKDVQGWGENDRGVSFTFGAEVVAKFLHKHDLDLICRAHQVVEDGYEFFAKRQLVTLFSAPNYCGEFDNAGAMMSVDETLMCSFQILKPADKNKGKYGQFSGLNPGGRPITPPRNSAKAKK
An asterisk follows results filed as active; · = not tested or not shown. This is a random part of the collection. Share with any hit: about 3.1%.

SMILES | Fh CTSL1 inh | PP5 inh | EBNA-1 inhibitor | core dimer inh | TPT1 inh | ZTA counter | GASC-1 inh | CR mimetic SO | PP1 inh
CC(C)(CNC(=O)c1cc2ccccc2o1)N1CCOCC1 | 5.9 | -2.7 | 0.3 | -0.3 | -5.3 | 4.1 | -8.1 | 91.4 | -3.7
C/C(=N\OC(=O)c1cccc(C)c1)c1sc(-c2ccccc2)nc1C | 1.5 | -0.7 | 9.8 | 5.9 | -5.4 | 1.9 | 1.0 | 102.0 | 2.6
COCCn1c(SC(C)C(=O)NC2CC2)nnc1-c1cccc(C)c1 (stereo not drawn) | 10.0 | -0.3 | -8.7 | -7.0 | -6.2 | -22.8 | -5.4 | 80.2 | 0.8
N/N=C(/Cc1nc2ccccc2[nH]1)c1ccc([N+](=O)[O-])cc1 | 0.8 | 3.0 | -6.5 | 3.2 | 1.8 | 0.9 | 6.0 | 87.7 | 8.4
COc1ccccc1C(=O)Nc1ccc(OCC(=O)N2CC(C)OC(C)C2)cc1 (stereo not drawn) | · | 3.4 | · | · | · | -17.3 | -1.9 | 100.2 | 0.9
CCCCCOc1ccc(C2NC(=O)NC2=O)cc1 (stereo not drawn) | -0.5 | -0.6 | 1.0 | -3.8 | -0.5 | -13.3 | -11.1 | 96.3 | 0.8
CN(C)CC(C)(C)CNS(=O)(=O)c1ccc(OC(F)(F)F)cc1 | -0.4 | 1.5 | -11.9 | -2.9 | 1.2 | -3.5 | 1.3 | 105.0 | -2.8
CCOc1ccc(NC(=O)N[C@@H](Cc2ccccc2)C(=O)O)cc1 | 0.7 | -2.6 | 4.2 | -3.1 | 2.2 | -10.4 | 6.9 | 96.8 | -1.3
O=[N+]([O-])c1ccc(N2CCN(S(=O)(=O)Cc3ccccc3)CC2)cc1N1CCOCC1 | 4.1 | 1.2 | 9.3 | 12.8 | -0.4 | -4.1 | -3.3 | 86.7 | -0.2
COc1ccccc1CNC(=O)CN1C(=O)c2cccc(N)c2C1=O | 3.6 | 1.4 | -12.1 | -10.9 | -36.1 | -7.5 | -0.9 | 85.8 | 2.9
O=C(O)c1ccc(N/N=C/c2ccc(OC(=O)c3ccccc3Cl)cc2)cc1 | 2.0 | 2.5 | 1.9 | -5.3 | -2.0 | 4.8 | -2.2 | 102.5 | 1.6
O=C(NN1C(=O)C2C(c3ccccc3)C=CC(c3ccccc3)C2C1=O)c1ccncc1 (stereo not drawn) | 0.1 | 4.8 | -3.1 | 2.9 | 0.9 | -7.0 | -10.7 | 95.1 | -1.2
Cc1cc(C2C(C#N)=C(N)SC(N)=C2C#N)c(C)s1 | 5.8 | -1.1 | -3.6 | 51.2* | 100.8* | -3.5 | 2.1 | 104.1 | -1.7
COc1cc(CNCCN2CCOCC2)ccc1OCc1cccc(Cl)c1 | -2.9 | -0.8 | 7.1 | -2.3 | 2.8 | -4.8 | 4.6 | 99.8 | -2.0
CN(C)S(=O)(=O)c1cccc(C(=O)OCC(=O)N2c3ccccc3NC(=O)C2(C)C)c1 | -1.3 | 0.6 | -0.5 | -1.0 | 1.3 | 8.6 | 0.7 | 98.3 | -3.3
Cc1cccc2nc(-c3ccco3)c(Nc3ccc4c(c3)OCO4)n12 | -2.9 | 1.9 | -5.9 | -3.3 | 3.9 | 15.1 | 13.5 | 97.5 | 8.2
C=CCC(Nc1ccccc1)c1cccc(OC)c1OC (stereo not drawn) | 1.5 | -1.8 | 1.6 | 2.9 | -1.7 | 0.1 | 3.0 | 90.3 | 0.5
COC(=O)c1sccc1NC(=O)Nc1cccc(C(C)=O)c1 | 3.4 | 0.8 | 2.3 | 2.2 | -0.3 | -7.0 | -0.9 | 125.5 | 6.8
COC(=O)C1=C(C)N(C)C(=S)NC1c1ccc(OC)cc1OC (stereo not drawn) | 0.1 | 0.3 | 3.6 | -1.7 | 4.0 | -6.0 | -2.8 | 81.3 | -2.2
CC(=O)Nc1cccc(NC(=S)Nc2cccc3ccccc23)c1 | -4.4 | -0.1 | 7.6 | 3.6 | -3.1 | 11.3 | 2.7 | 103.6 | -2.4

Another view of part of the listing above:
mol	Fh CTSL1 inh	PP5 inh	EBNA-1 inhibitor	core dimer inh	TPT1 inh	ZTA counter	GASC-1 inh	CR mimetic SO	PP1 inh
COc1cc(CNCCN2CCOCC2)ccc1OCc1cccc(Cl)c1	-2.9	-0.8	7.1	-2.3	2.8	-4.8	4.6	99.8	-2.0
O=[N+]([O-])c1ccc(N2CCN(S(=O)(=O)Cc3ccccc3)CC2)cc1N1CCOCC1	4.1	1.2	9.3	12.8	-0.4	-4.1	-3.3	86.7	-0.2
C/C(=N\OC(=O)c1cccc(C)c1)c1sc(-c2ccccc2)nc1C	1.5	-0.7	9.8	5.9	-5.4	1.9	1.0	102.0	2.6

Additional compounds follow.
SMILES | Fh CTSL1 inh | PP5 inh | EBNA-1 inhibitor | core dimer inh | TPT1 inh | ZTA counter | GASC-1 inh | CR mimetic SO | PP1 inh
O=C(CN1C(=O)c2ccccc2C1=O)Oc1ccc(Cl)cc1 | -5.3 | 0.4 | -3.5 | 11.1 | 1.1 | 9.6 | 1.2 | 112.1 | -5.0
CCCCN1CCN=C1Nc1ccccc1 | 0.8 | 0.4 | 5.6 | 1.2 | 1.1 | 9.0 | 6.0 | 106.8 | -4.5
CC(C)C(C)NC(=O)CSc1nc2scc(-c3ccco3)c2c(=O)n1-c1ccccc1 (stereo not drawn) | 2.0 | 4.5 | -17.1 | 39.0 | 7.8 | 5.8 | -1.0 | 94.8 | 7.1
O=C(Nc1ccc2c(c1)OCO2)Nc1ccccc1F | 3.6 | 1.2 | -6.2 | -2.1 | -2.7 | 3.4 | 3.3 | 78.5 | -1.0
CC(C)(C)c1cc2nc3c(c(=O)n2[nH]1)CN(Cc1ccccc1)C3=O | 0.4 | -0.9 | 10.0 | -3.9 | -4.6 | 9.2 | 2.0 | 86.6 | -1.9
CNC(=O)COc1ncnc2sc(C)c(C)c12 | -3.7 | 4.4 | -5.7 | -0.4 | 4.0 | 1.8 | 7.4 | 99.1 | 1.8
O=[N+]([O-])c1cccc(C(=S)N2CCN(c3ccccc3)CC2)c1 | 0.2 | 2.1 | 1.6 | 2.3 | -1.8 | -17.4 | 1.2 | 109.0 | -0.8
O=C(Nc1cc(S(=O)(=O)N2CCCC2)ccc1Cl)C1=COCCO1 | 1.6 | 4.7 | -11.1 | 3.4 | 2.5 | -9.7 | 4.8 | 108.0 | -2.7
CCOc1cccc(NC(=O)C2CC(=O)N(C)C2)c1 (stereo not drawn) | -2.7 | -0.1 | 6.4 | 0.7 | 1.3 | -4.2 | -0.7 | 99.8 | -5.7
CSc1ccc(/C=N/S(=O)(=O)c2ccccc2)cc1 | 2.7 | -0.9 | -10.6 | -3.8 | -2.6 | -8.9 | -9.0 | 102.2 | -0.6
O=C(Cc1ccc(-c2ccccc2)cc1)OCC(=O)N1CCCC1=O | -8.7 | -1.4 | -13.7 | -0.7 | -0.8 | -8.3 | -10.6 | 110.1 | -3.1
Cc1ccc(-n2c(-c3ccccc3)n[nH]c2=S)c(C)c1 | -3.2 | -0.4 | -4.2 | 1.2 | 2.1 | -8.0 | -1.8 | 95.4 | -0.5
Cc1ccc(CNC2=NCCCCC2)n1C | 2.8 | -1.1 | -0.7 | 2.9 | 0.5 | -6.0 | 1.2 | 97.7 | -0.5
O=C1c2ccccc2C(=O)N1CC(=O)N1c2ccccc2Sc2ccc(C(F)(F)F)cc21 | -1.2 | -3.5 | 1.1 | 4.5 | -2.0 | 20.7 | 2.3 | 106.2 | -4.9
C=C(C)c1sc(-c2ccccc2)nc1C | -1.6 | 0.0 | 4.4 | -7.7 | -2.6 | -13.1 | 10.0 | 102.2 | 1.6
CCc1ccc(-c2cc(C)no2)cc1S(=O)(=O)N1CCN(C(=O)c2ccco2)CC1 | -5.6 | -0.7 | -15.6 | 12.3 | 3.7 | -8.2 | 37.1 | 98.9 | -3.9
Cc1noc(C)c1S(=O)(=O)Nc1ccc(C(=O)N2CCC(C)CC2)cc1 | -9.1 | 0.9 | -3.0 | -3.5 | 2.6 | 3.8 | 6.4 | 92.0 | -6.2
CCOc1ccc(NC(=O)CNC(=O)c2ccc(OC)c(OC)c2)cc1 | -0.9 | -2.6 | -1.3 | -2.2 | -1.5 | 15.1 | 6.1 | 102.1 | -6.1
CCN(CC)CCCN(Cc1cc2cc(OC)ccc2[nH]c1=O)C(=O)Nc1ccccc1 | 1.2 | -0.2 | 10.2 | -1.6 | 0.9 | -1.6 | 2.7 | 93.6 | -2.2
Cc1ccc(SCCNC(=O)/C=C/c2ccccc2Cl)cc1 | 2.6 | 3.0 | 1.0 | -1.1 | -3.2 | 2.6 | 4.3 | 81.0 | 2.5
COc1ccccc1CNC(=O)c1cccc(S(=O)(=O)N(C)c2ccccc2)c1 | · | 5.4 | · | · | · | 3.9 | 4.9 | 118.4 | 10.4
Cc1ccccc1C(C)NC(=O)COC(=O)Cn1cc(C(F)(F)F)ccc1=O (stereo not drawn) | · | -1.7 | · | · | · | -8.1 | · | 74.4 | -4.2
CC12CCC(C(=O)NCc3ccccn3)(OC1=O)C2(C)C (stereo not drawn) | -2.3 | 2.1 | -6.8 | -1.0 | 6.5 | 4.3 | -4.4 | 97.8 | 0.2
O=S(=O)(CCCc1ccccc1)c1ncn[nH]1 | 1.6 | 0.0 | 11.7 | -9.8 | -6.3 | -10.8 | -3.9 | 99.2 | -1.2
Nc1nc[nH]c(=O)c1N=Cc1ccccc1 | -4.0 | -0.7 | -5.6 | -6.5 | -2.0 | -12.2 | -3.8 | 96.8 | -0.4
Cc1ccc(S(=O)(=O)N2CCCCC2)cc1NC(=O)COC(=O)Cc1cccc2ccccc12 | -3.1 | 0.7 | -6.5 | 11.1 | 2.5 | -6.3 | 5.6 | 97.3 | 1.9
Cc1ccccc1NC(=O)NCCCN1CCN(c2ccccc2)CC1 | -0.9 | 2.7 | -8.3 | 0.5 | -1.9 | -11.9 | -1.7 | 104.2 | -1.6
Cc1cccn2cc(CCNS(=O)(=O)c3cccs3)nc12 | -4.8 | -1.2 | -10.4 | 4.6 | 0.9 | -12.3 | -1.5 | 98.0 | 2.7
CCc1ccc(-c2cn(C3CCCCC3)c(=S)[nH]2)cc1 | 1.3 | 4.1 | -4.7 | 2.3 | 2.3 | 8.7 | 2.7 | 97.3 | 4.6
Cc1ccc(CCNC(=O)c2cc(-c3ccncc3)nc3ccc(S(=O)(=O)N4CCOCC4)cc23)cc1 | -0.3 | 1.9 | 2.0 | -0.7 | -2.1 | -1.4 | 0.1 | 91.0 | 0.3
CCCCCCN1CC(=O)N2Cc3[nH]c4ccccc4c3C[C@H]2C1=O | 1.7 | 0.1 | -0.1 | -5.4 | -1.5 | -10.0 | 4.0 | 90.6 | 3.6
Cc1cc(C)nc(SCC(=O)O)n1 | 0.5 | 0.1 | 8.1 | -3.8 | -3.5 | 7.5 | 1.7 | 98.0 | -2.9
COc1ccc(Cl)cc1S(=O)(=O)NC(C)C(=O)NCc1cccnc1 (stereo not drawn) | 2.4 | -0.7 | -10.8 | 0.2 | 2.4 | -1.9 | -3.8 | 94.8 | -0.7
